MCF10A rereplic: inducers of DNA re-replication in MCF 10A breast cells. AID 624296. MCF 10A DNA re-replication, Hoechst nuclear intensity, 48 h. actives 2.9% (n = 350,000). Potency, µM (series often up to 46.1 µM), for inactives: at the top dose activity, positive = re-replication, usual class: activators; further: potency means the concentration at half of the fitted maximal effect; % of control where 0% means no effect; nearly all actives have a fitted effect of over 50% in size
HT1080 IDH1KD tx: HT-1080 IDH1 knockdown cell toxicity (counter line); HT-1080 IDH1 knockdown viability, ATP luminescence, 48 h; Potency, µM (highest dose often 46.1 µM), without a hit: top-dose activity, negative = toxicity, hits mostly cytotoxic; actives 2% (n = 360,000);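 further: potency means the concentration at half of the fitted maximal effect; 0% = DMSO wells and -100% = cell-free medium wells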
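HT-1080-IDH1KD cells (IDH1 knocked down), 750/well in RPMI with 5% FBS, treated with compound 48 h at 37 degrees C. Viability by CellTiter-Glo luminescence, normalised to DMSO and no-cell wells; concentration-response curves classed.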
KB-V1 MDR tox: kills drug-selected multidrug resistant KB-V1 cells; KB-V1 MDR cells viability, CellTiter-Glo, 72 h; Potency, µM (top dose mostly 46.1 µM), for inactives: top-dose activity change, negative = cytotoxicity, actives largely listed as cytotoxic; actives 3.4% (n = 400,000); AID 1347076; further: potency means the concentration at half of the fitted maximal effect; on the % scale 0 is the no-effect control and ±100 the full control effect; nearly all actives have a fitted effect of over 60% in size
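In this primary screen, KB-V1 cells overexpressing P-gp are incubated with library compounds (lowest to highest concentration) for 72 h at 37 degrees C before a luminescent ATP viability read.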
ATXN2 expr inh: inhibitors of ATXN2 expression. Potency, µM (highest dose often 57 µM), inactives show top-dose activity change, negative = inhibition, hits mostly inhibitors. actives 0.72% (n = 360,000). HEK-293 ATXN2-luciferase reporter, luminescence, 24 h; further: potency means the concentration at half of the fitted maximal effect; on the % scale 0 is the no-effect control and ±100 the full control effect; nearly all actives have a fitted effect of over 55% in size
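ATXN2-luciferase reporter cells (luciferase flanked by upstream and downstream ATXN2 gene portions) were treated 24 h at 37 °C with compounds at up to 57 uM. SteadyGlo luminescence gave expression; GF-AFC fluorescence gave viability.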
KB-3-1 tox: KB-3-1 parental cell cytotoxicity | Potency, µM (titrated, usually from 46.1 µM), for inactives: at the highest dose activity change, negative = cytotoxic, usual class: cytotoxic | actives 1.4% (n = 400,000) | KB-3-1 viability, CellTiter-Glo ATP luminescence, 72 h; further: potency means the concentration at half of the fitted maximal effect; on the % scale 0 is the no-effect control and ±100 the full control effect; nearly all actives have a fitted effect of over 60% in size
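KB-3-1 parental drug-naive adenocarcinoma cells in DMEM/10% FBS, incubated 72 h at 37 C with pin-transferred compounds across a concentration series. Viability by CellTiter-Glo luminescence; concentration-response curves fitted after normalization.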
HT1080-NT tox: kills 2HG-producing HT-1080-NT fibrosarcoma cells. HT-1080-NT fibrosarcoma viability, CellTiter-Glo ATP luminescence, 48 h. Potency, µM (doses to about 46.1 µM), inactives show top-dose activity, negative = less viability, usual class: cytotoxic. actives 1.6% (n = 360,000). AID 686970;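 further: NT is the 2HG producing partner of a matched IDH1 knockdown line; potency means the concentration at half of the fitted maximal effect; 0% = DMSO-treated cells and -100% = media-only wells without cells; nearly all actives have a fitted effect of over 55% in size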
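Luminescent CellTiter-Glo readout after 48 hours of compound exposure at 37 degrees C defined viability of HT-1080-NT cells. Activity was normalized to DMSO wells and cell-free media wells; concentration-response curves were fitted and assigned curve classes.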
WRN helicase inh: WRN helicase (human) inhibition; Q14191; WRN helicase unwinding, fluorescent forked duplex, kinetic; Potency, µM (series often up to 114 µM), for the others: at the top dose activity change, negative = inhibition, actives largely listed as inhibitors; actives 0.46% (n = 360,000); AID 651768; further: potency means the concentration at half of the fitted maximal effect; on the % scale 0 is the no-effect control and ±100 the full control effect; nearly all actives have a fitted effect of over 55% in size
Target sequence (Q14191 whole entry, looked up): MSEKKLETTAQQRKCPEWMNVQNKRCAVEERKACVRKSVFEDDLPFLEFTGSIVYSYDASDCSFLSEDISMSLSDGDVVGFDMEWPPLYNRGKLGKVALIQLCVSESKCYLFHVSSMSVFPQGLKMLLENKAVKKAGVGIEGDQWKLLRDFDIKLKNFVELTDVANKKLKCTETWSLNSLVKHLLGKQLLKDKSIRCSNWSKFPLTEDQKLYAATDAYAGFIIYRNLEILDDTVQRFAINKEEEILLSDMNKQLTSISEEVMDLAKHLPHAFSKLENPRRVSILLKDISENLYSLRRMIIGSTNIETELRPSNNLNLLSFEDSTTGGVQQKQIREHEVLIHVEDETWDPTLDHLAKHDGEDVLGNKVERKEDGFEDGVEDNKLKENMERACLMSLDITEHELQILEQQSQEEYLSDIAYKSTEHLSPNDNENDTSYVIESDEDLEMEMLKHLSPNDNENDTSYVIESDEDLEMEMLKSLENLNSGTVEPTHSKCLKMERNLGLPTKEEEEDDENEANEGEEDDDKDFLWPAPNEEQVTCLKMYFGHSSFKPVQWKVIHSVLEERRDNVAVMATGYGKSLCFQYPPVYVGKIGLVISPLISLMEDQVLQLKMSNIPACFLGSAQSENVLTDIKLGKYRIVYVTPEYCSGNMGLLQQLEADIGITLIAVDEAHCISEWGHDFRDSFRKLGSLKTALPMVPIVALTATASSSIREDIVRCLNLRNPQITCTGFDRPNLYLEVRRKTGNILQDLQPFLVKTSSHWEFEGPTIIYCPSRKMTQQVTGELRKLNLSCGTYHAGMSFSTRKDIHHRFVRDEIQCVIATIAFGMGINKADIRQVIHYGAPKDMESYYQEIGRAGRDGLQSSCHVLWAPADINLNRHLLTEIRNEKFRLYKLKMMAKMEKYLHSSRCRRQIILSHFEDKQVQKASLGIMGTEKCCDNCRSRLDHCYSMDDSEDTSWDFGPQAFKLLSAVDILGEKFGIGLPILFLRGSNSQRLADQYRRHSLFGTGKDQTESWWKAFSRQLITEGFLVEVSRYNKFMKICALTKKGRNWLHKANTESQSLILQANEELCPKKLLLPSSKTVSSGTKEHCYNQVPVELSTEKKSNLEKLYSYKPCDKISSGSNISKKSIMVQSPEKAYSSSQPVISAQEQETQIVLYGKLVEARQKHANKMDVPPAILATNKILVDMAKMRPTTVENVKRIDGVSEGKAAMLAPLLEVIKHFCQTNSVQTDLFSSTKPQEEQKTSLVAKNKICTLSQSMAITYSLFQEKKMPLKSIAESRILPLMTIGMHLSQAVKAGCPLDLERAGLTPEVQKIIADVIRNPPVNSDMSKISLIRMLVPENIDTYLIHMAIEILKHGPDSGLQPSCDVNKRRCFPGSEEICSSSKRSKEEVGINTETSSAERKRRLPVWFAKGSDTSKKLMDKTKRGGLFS
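Fluorescence dequenching readout, ex 525 nm/em 598 nm, kinetic mode: forked duplex DNA (100 nM final) with adjacent fluorophore and quencher unwound by WRN (20 nM final) with 2 mM ATP. Compound preincubation 15 min, room temperature.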
IL-1B inflam inh: inhibitors of inflammasome signaling (IL-1 beta secretion). activity change, % at 57.5 µM. AID 743279. actives 4.7% (n = 360,000). THP-1 LPS/ATP IL-1B secretion, AlphaLISA, 16 h; hits give low values; in the data active means activity change below about -50%; inconclusive means mostly about -30% to -49%; further: on the % scale 0 is the no-effect control and ±100 the full control effect
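THP-1 cells pretreated 1 hr with compounds (up to 57.5 uM final), then stimulated with LPS (250 ng/mL final) plus ATP (1.25 mM final); secreted IL-1B measured by AlphaLISA after 16 hr, decreased signal indicating inhibition.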
SW480 rerep: inducers of DNA re-replication in SW480 colon cancer cells; Potency, µM (top dose mostly 46.1 µM), for the others: at the top dose re-replication activation, hits mostly activators; AID 624297; actives 1.8% (n = 340,000); SW480 DNA re-replication, Hoechst DNA content imaging, 48 h; further: potency means the concentration at half of the fitted maximal effect; % of control where 0% means no effect; nearly all actives have a fitted effect of over 55% in size
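Quantitative HTS format with DMSO vehicle controls; 48 hr drug incubation at 37 C, then 40 min Hoechst staining and scanning imager measurement at 405 nm excitation.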
Starred values were filed as active, the others as inactive; u = inconclusive; x = not tested or not shown; [ ] = remark or other dose. Unless noted, the call rests on the fitted dose curve; in most records, active means well fitted curve in the direction sought with a large enough effect; inconclusive means small, poorly fitted or top-dose-only effect, or another doubt; inactive means no such curve, though single readings can be large; an effect the other way counts as inactive or inconclusive.

SMILES | MCF10A rereplic | HT1080 IDH1KD tx | KB-V1 MDR tox | ATXN2 expr inh | KB-3-1 tox | HT1080-NT tox | WRN helicase inh | IL-1B inflam inh | SW480 rerep
Cc1ccc(C(=O)N/C(=C\c2ccc(F)cc2)C(=O)NCCN2CCOCC2)cc1 | -1% | 13% | u | -8% | 7% | 7% | -8% | -16 | -3%
O=C(CN1C(=O)c2ccccc2S1(=O)=O)NC1CCCC1 | -4% | 12% | -15% | 10% | 0% | -1% | -3% | -2 | 5%
CCc1ccccc1NC(=O)NCCN1CCCCC1 | -11% | -6% | 35% | 7% | -4% | 1% | 15% | 21 | 4%
Cc1nc(S/C(=C/c2ccc(-c3ccc(Cl)cc3)o2)C(=O)O)n[nH]1 | u | -4% | 12% | 7% | -1% | -6% | -18% | 40 | 0%
O=C1NC[C@H](CCCCN2C[C@H](Cc3ccccc3)N(Cc3ccccc3)C(=O)C2=O)N(CCc2ccccc2)C1=O | x | 21% | 2% | -1% | 2% | 15% | 4% | -8 | x
COc1ccc(/C=N\NC(=O)c2cc(O)c(O)c(O)c2)cc1CN1CCN(c2ccc(F)cc2)CC1 | u | -18% | u | 3% | 0% | -16% | -2% | 21 | 8%
CCC1Sc2ccccc2N(CC(=O)NCc2ccccc2OC)C1=O (configuration not stated) | 10% | 3% | 21µM* | 20% | 1% | 1% | -3% | 9 | -12%
Cn1c(=O)oc2cc(S(=O)(=O)Nc3ccc4c(c3)OCCO4)ccc21 | -1% | -4% | -5% | 1% | -15% | 0% | 1% | -1 | -5%
O=C(Nc1cccc(F)c1)NC1(C(=O)NCC2CCCO2)CCCCC1 (configuration not stated) | -19% | 1% | u | 1% | -15% | 4% | -1% | -4 | -24%
COc1ccc(C2c3c(ccc4ccccc34)Oc3ncn4nc(Cc5ccccc5)nc4c32)cc1OC (configuration not stated) | -3% | u | 7% | 1% | -7% | -3% | -13% | -11 | 4%
Cc1ccc(N=Nc2c(C)[nH]n(-c3ccccc3)c2=O)cc1 | -6% | 7% | 6% | 20% | -16% | -3% | -2% | 44 | -35%[inhibitor]
O=C(CSc1nnc(C2CC2)n1C1CC1)Nc1cccc(Br)c1 | 8% | -19% | -5% | 2% | u | 12% | 1% | u | 33%
Cc1ccc(S(=O)(=O)N2CCN(CCc3ccncc3)CC2)cc1 | u | -2% | -2% | 1% | -8% | 0% | 9% | 24 | 3%
CCN(CC)CCOC(=O)c1ccc(NC(=O)CNC(=O)c2ccccc2)cc1 | -4% | -5% | 0% | 2% | -3% | 15% | 2% | 7 | 0%
COc1ccc(C)cc1S(=O)(=O)N(CC(=O)NCc1ccc(Cl)cc1)Cc1ccccc1 | 20% | u | u | 0% | 3% | u | -5% | -61* | 23%
CCOc1ccc(Cc2c(Cl)nc(SC)nc2OC)cc1 | 10% | 2% | 0% | 30% | 3% | 7% | -4% | 72 | 0%
O=C(CN1C(=O)NC(c2ccccc2)(c2ccccc2)C1=O)N1CCOCC1 | -9% | 2% | 10% | 2% | -3% | 7% | 2% | -4 | -14%
COc1ccc(S(=O)(=O)N(C)c2ccc(C(=O)N3CCCC3)cc2)cc1 | u | -1% | u | -5% | -9% | -1% | -4% | 0 | u
O=C(NCc1ccco1)c1ccccc1NS(=O)(=O)c1cccs1 | -2% | 3% | 4% | 5% | -9% | 17% | -6% | 3 | -8%
Cc1cc(C)n(-c2ccc(C(=O)OCC(=O)Nc3cc(Cl)ccc3[N+](=O)[O-])cc2)n1 | 18% | 0% | -1% | 48% | -20% | -5% | -21% | 26 | -3%
COc1ccc(CNS(=O)(=O)CCNCCc2ccccc2)cc1 | 0% | 10% | -4% | 13% | 19% | 9% | -9% | -6 | -5%
CC(C)NC(=O)[C@@H]1CSC2c3ccccc3C(=O)N21 (some centres not stated) | 1% | 4% | 13% | 13% | 9% | 2% | 7% | 2 | -9%
CCN(CC(=O)Nc1cc(S(=O)(=O)N2CCCCC2)ccc1C)Cc1ccccc1 | 21µM* | u | u | -27% | u | -2% | -22% | -14 | -2%
CCOc1ccc(C(=O)NNC(=O)c2cc(C)oc2C)cc1 | -1% | 4% | 0% | -1% | 19% | -1% | -11% | -7 | -2%
COc1ccccc1N(CC(=O)Nc1cc(C)on1)S(=O)(=O)c1ccc(Cl)cc1 | 3% | -6% | -8% | 5% | -10% | -16% | 1% | -13 | -5%
CN1CCC(NC(=O)Cc2c(F)cccc2Cl)CC1 | -36%[inhibitor] | -3% | -16% | -6% | 0% | -1% | -16% | -8 | -2%
CCOC(=O)c1c(NC(=O)C2COc3ccccc3O2)sc2c1CC(C)(C)NC2(C)C (configuration not stated) | u | 16µM* | -13% | -15% | u | u | 3% | u | u
Cc1ccc(C)c(NC(=O)CCN2CC(C)CC(C)C2)c1 (configuration not stated) | -3% | 1% | -6% | x | 4% | 0% | -1% | -1 | -3%
O=C1CN(C(=O)c2c(F)cccc2F)C(c2ccc(F)cc2)c2cc(Br)ccc2N1 (configuration not stated) | -9% | 8% | -4% | u | -13% | 4% | -14% | 14 | -2%
CCOc1ccccc1C(=O)N1CCN=C1SC | 2% | 12% | 5% | -5% | 0% | 14% | 6% | -9 | 0%

Reprinted from the part before: 2 compounds; new compounds follow.
SMILES | MCF10A rereplic | HT1080 IDH1KD tx | KB-V1 MDR tox | ATXN2 expr inh | KB-3-1 tox | HT1080-NT tox | WRN helicase inh | IL-1B inflam inh | SW480 rerep
O=C1CN(C(=O)c2c(F)cccc2F)C(c2ccc(F)cc2)c2cc(Br)ccc2N1 (configuration not stated) | -9% | 8% | -4% | u | -13% | 4% | -14% | 14 | -2%
CCOc1ccccc1C(=O)N1CCN=C1SC | 2% | 12% | 5% | -5% | 0% | 14% | 6% | -9 | 0%
CN1C2=CC=CC=CC2=[N+](C)C12C([N+](=O)[O-])=CC(=[N+]([O-])[O-])C=C2[N+](=O)[O-] (configuration not stated) | u | 2.1µM* | -16% | 3% | 10% | u | 1% | x | 0.65µM*
O=S(=O)(c1ccc(-c2n[nH]c(=S)o2)cc1)N1CCCCC1 | 0% | 4% | 1% | -10% | 19% | 1% | -18% | 20 | -2%
CC1(C(=O)NCc2ccccc2Br)CCN1Cc1ccc(-c2ccccc2)o1 (configuration not stated) | x | u | 21µM* | -9% | 5.2µM* | u | -1%[57.1 µM] | -21 | x
CCCN(C(=O)c1ccco1)c1nnc(-c2ccccc2C)s1 | 20% | -9% | 12% | x | 5% | -2% | -4% | -22 | -146%[inhibitor]
CCN1CCN(CCCNC(=O)CCC(=O)N2CC(C)Oc3ccc(C)cc32)CC1 (configuration not stated) | 1% | -2% | -4% | -4% | -29% | 7% | 5% | -19 | -2%
COc1ccc(-c2sc3ccc(N4CCOCC4)cc3c2-c2ccc(O)cc2)cc1 | u | 4% | u | -20% | 2% | -1% | 5% | 1 | -96%[inhibitor][9.22 µM]
CC(C)c1csc(CN2CCCC(CCC(=O)NCc3ccccc3F)C2)n1 (configuration not stated) | 2% | u | -28% | x | u | -14% | -4% | 35 | u
Nc1nnc(COc2ccccc2)s1 | u | -7% | 0% | 4% | 0% | -5% | -10% | 17 | -4%
CC(NC(=O)CSc1ncccc1C(=O)O)C1CC2CCC1C2 (configuration not stated) | -5% | 15% | -15% | 13% | 0% | 9% | 0% | 90 | u
COC(=O)C1=C(C)NC(=O)NC1c1ccccc1 (configuration not stated) | -1% | 0% | -3% | 5% | 1% | -1% | 4% | 10 | -5%
CC[C@]1(C(=O)OC)[C@H]2C(=O)N(C)C(=O)[C@H]2[C@H]2CN=C(SCc3ccccc3)N21 | 17% | 10% | 6% | 5% | 10% | 16% | 1% | 5 | -7%[9.22 µM]
CSCCC(=O)NC1CCCN(CCc2ccccc2)C1 (configuration not stated) | 4% | 2% | -5% | 4% | -5% | -1% | 0% | 6 | -5%
COc1ccc2[nH]cc(/C=N/NS(=O)(=O)c3ccc(C)cc3)c2c1 | 0% | -7% | -18% | x | -25% | u | -7% | 16 | 4%
Cc1ccc2nc3c(cc(C(=O)NCCN4CCOCC4)c(=N)n3CCCN3CCOCC3)c(=O)n2c1 | x | 1% | 29% | -3% | -1% | -1% | -2% | -8 | 1.8µM*
COC(=O)C1=C(C)NC(=O)NC1c1ccc(OC(=O)c2ccco2)cc1 (configuration not stated) | -15% | -1% | 3% | -15% | -5% | -4% | 4% | -1 | -5%
Cc1ccc(C(=O)NCC(=O)OCC(=O)N2CCCc3ccccc32)cc1 | 2% | 12% | 8% | 4% | 15% | 14% | -9% | 0 | -11%
CCOc1ccc(NC(=O)c2ccc(NCC(=O)N3CCCCCC3)cc2)cc1 | 5% | -5% | u | x | -8% | 3% | 1% | 5 | -45%[inhibitor]
COC(=O)c1ccc(C(=O)OC)c(NC(=S)N2CCN(C(=O)C3CCCO3)CC2)c1 (configuration not stated) | u | 2% | 0% | 1% | 4% | 3% | 4% | -13 | 0%
CC(NC(=O)c1cc2c(cc1Cl)N1CCCCCC1=NS2(=O)=O)c1ccc(S(N)(=O)=O)cc1 (configuration not stated) | 1% | 10% | 0% | -4% | 27% | 12% | -16% | 22 | 1%
O=C(CCS(=O)(=O)Cc1ccc(Cl)cc1)NCCCN1CCOCC1 | 7% | 6% | 24% | 5% | 10% | 0% | -7% | -10 | -17%
CC(/C=N/Nc1ncc(C)c(=O)[nH]1)=C\c1ccccc1 | u | 20% | u | u | 8% | 20% | -30%[57.1 µM] | -12 | 1%
Cc1cc(NC(=O)c2ccc(Cl)c(S(=O)(=O)N3CCCCC3)c2)no1 | 10% | u | u | -8% | u | -10% | -32% | 7 | u
COCCN1C(=O)c2ccc(C(=O)O)cc2C1=O | 4% | 5% | 14% | 2% | 5% | 6% | 2% | 12 | -11%
Cc1nn(-c2ccccc2)c(C)c1C(=O)OCC(=O)Nc1ccccc1Cl | x | 6% | 2% | x | 3% | 6% | 2% | 6 | x
